MrgX1 allo act – human MrgX1 positive allosteric modulation, primary screen; AID 588675; Q96LB2; B-score at 10 µM; 310,000 compounds, 0.63% hits; MrgX1-HEK293, Fluo-4 calcium flux, FDSS; hits give high values;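 active = plate-corrected calcium response at least 3 library SD above typical, normal starting fluorescence, not activating the receptor alone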;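 also: compound read alongside a low EC10 to EC30 dose of BAM8-22 agonist; peak minus trough fluorescence over baseline measured at the second addition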
TRPC6 inh – inhibitors of mouse TRPC6 channel; HEK293-TRPC6, membrane potential dye, ACh-evoked depolarization; hits give low values; 310,000 compounds, 1.1% hits; B-score at 10 µM; Q61143;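 active = B-score under library mean minus 3 SD, initial fluorescence not abnormally high, positive integrated signal ratio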;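 also: B-score derived from integrated fluorescence ratio over the kinetic read; more negative B-score means stronger inhibition of depolarization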
SKKanGAS inh – blocks kanamycin growth of S. pyogenes SKKanGAS strain; 300,000 compounds, 1.3% hits; BacTiter-Glo, 6 h; AID 1662; inhibition, % at 7.5 µM;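 active = mean replicate score, as percent of positive control median, at least 50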;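 also: strain carries kanamycin resistance gene driven by streptokinase promoter and grows in 40 µg/ml kanamycin; loss of luminescence reflects streptokinase promoter inhibition or plain growth inhibition; 0% = median of DMSO wells and 100% = positive control at its reference dose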
MrgX1 antag – antagonists of human MrgX1 receptor; Q96LB2; MRGX1-HEK293 calcium flux, Fluo-4, BAM8-22 antagonism; hits give low values; B-score at 10 µM; 310,000 compounds, 1.3% hits;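 active = calcium-response B-score plate-corrected more than 3 library SD below zero, starting fluorescence within 5 deviations, no agonist response on first addition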;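 also: peak minus trough fluorescence over baseline after final BAM8-22 challenge near maximal dose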
TRPC6 act – mouse TRPC6 channel activation | 310,000 compounds, 0.13% hits | B-score at 10 µM | Q61143 | HEK293-TRPC6 membrane potential dye fluorescence; hits give high values;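 active = B-score of the integrated fluorescence ratio above library mean plus 3 SD, and starting fluorescence ratio within library mean plus 5 SD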;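 also: higher score means more depolarization so channel activation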
RGS4 block – human RGS4 inhibition | B-score at 10 µM | P49798 | 310,000 compounds, 0.45% hits | HEK293 M3R/RGS4 inducible, Fluo-4 calcium flux; hits give high values; triggered by carbachol at its EC20;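 active = B-score, a plate-corrected calcium signal, over three deviations above library mean, with baseline fluorescence within five deviations of library mean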;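 also: RGS4 expression induced by doxycycline in cells with stable M3 receptor; B-score is computed from the integrated fluorescence ratio over baseline after carbachol; higher B-score means a larger calcium signal and so more RGS4 inhibition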
HIF activator – HIF pathway transcriptional activation; U2OS HRE-luciferase reporter, luminescence; normalized: DMSO 0%, desferrioxamine 100%; activation, % at 7.5 µM (by protocol); 300,000 compounds, 0.32% hits; AID 1910;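 active = mean activation of at least 10% of the iron chelator positive control signal, with at least half of replicates also reaching 10%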
TRPC4 block – inhibitors of mouse TRPC4 channel | Q9QUQ5 | HEK293 TRPC4beta/mu-opioid, DAMGO-evoked Fluo4 calcium flux; hits give low values | B-score at 10 µM | 300,000 compounds, 0.39% hits;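 active = B-score over 3 SD under the library average, no early fluorescence shift, positive overall ratio signal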
Target sequence (Q9QUQ5 whole entry, looked up): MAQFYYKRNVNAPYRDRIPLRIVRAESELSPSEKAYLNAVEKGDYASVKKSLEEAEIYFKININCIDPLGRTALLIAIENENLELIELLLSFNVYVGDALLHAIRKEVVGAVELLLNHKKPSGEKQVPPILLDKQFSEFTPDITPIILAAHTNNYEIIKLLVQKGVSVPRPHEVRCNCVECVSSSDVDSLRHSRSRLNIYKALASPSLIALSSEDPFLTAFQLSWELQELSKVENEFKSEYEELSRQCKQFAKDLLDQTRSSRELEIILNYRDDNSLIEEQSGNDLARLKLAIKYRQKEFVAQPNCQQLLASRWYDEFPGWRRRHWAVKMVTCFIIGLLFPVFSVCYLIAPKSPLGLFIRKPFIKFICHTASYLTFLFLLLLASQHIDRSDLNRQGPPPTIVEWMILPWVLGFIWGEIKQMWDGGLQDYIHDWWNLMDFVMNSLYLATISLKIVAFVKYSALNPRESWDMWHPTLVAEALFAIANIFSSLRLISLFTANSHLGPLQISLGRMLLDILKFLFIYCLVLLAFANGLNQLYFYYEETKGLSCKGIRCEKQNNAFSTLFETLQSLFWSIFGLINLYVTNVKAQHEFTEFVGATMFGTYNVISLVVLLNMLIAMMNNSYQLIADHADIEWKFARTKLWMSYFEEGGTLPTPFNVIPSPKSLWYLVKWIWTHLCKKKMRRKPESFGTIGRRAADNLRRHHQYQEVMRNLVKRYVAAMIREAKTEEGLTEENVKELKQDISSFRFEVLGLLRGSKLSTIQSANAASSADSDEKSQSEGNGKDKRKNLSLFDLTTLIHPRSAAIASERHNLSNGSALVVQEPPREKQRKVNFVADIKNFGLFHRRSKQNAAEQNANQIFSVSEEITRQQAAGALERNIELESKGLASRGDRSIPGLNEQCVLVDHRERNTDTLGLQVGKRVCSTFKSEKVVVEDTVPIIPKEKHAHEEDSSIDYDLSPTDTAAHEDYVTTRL
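Signal: kinetic Fluo4 fluorescence imaging of calcium influx. Material: stable TRPC4beta/mu-opioid receptor HEK293 cells. Probe or stimulus: DAMGO in two steps, submaximal then maximal.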
Platelet DG rel – modulates dense granule release in human platelets | 300,000 compounds, 0.22% hits | human platelet-rich plasma, SFLLRN dense granule ATP release, luminescence | inhibition, %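 (compounds screened at 7.5 µM in platelet-rich plasma)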;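 active = mean replicate score, as percent of positive control, at or above 50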
MrgX1 ag – activates human MrgX1 receptor signaling. MrgX1-HEK293 cells, Fluo-4 calcium fluorescence, agonist mode; hits give high values. Q96LB2. B-score at 10 µM. 310,000 compounds, 0.44% hits;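 active = calcium response B-score plate-corrected fluorescence ratio at least 3 library SD, with starting fluorescence B-score inside 5 SD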
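Assay system: MrgX1-expressing HEK293 cells / Amount: fifteen thousand cells per well / Doses: test compound in the initial addition of three / Timing: cells plated overnight, dye loaded 0.5 h 37 °C, 0.5 h room temperature / Technique: kinetic calcium dye fluorescence, Fluo-4 NW / Control set: positive and negative controls per plate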
RGS4 act – potentiators or activators of RGS4; HEK293 M3R/inducible RGS4, carbachol calcium flux Fluo4; hits give low values; B-score at 10 µM; 310,000 compounds, 0.92% hits;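 active = B-score of the integrated calcium signal more than 4 SD below the library mean, with starting fluorescence not abnormally high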;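 also: negative B-score means reduced calcium response which marks RGS4 activation or potentiation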
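Material: M3R-expressing HEK293 line, RGS4 induced by doxycycline | Schedule: Overnight RGS4 induction, 30 min dye load 37 °C, 20 min compound RT | Measured by: Fluo4 fluorescence kinetic imaging of calcium | Read-out: Integrated calcium ratio converted to B score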
* marks the source's active call; other numbers are inactive results; i = inactive; . = no result given.

no.	SMILES	MrgX1 allo act	TRPC6 inh	SKKanGAS inh	MrgX1 antag	TRPC6 act	RGS4 block	HIF activator	TRPC4 block	Platelet DG rel	MrgX1 ag	RGS4 act
1	Cc1ccc(CN(C)C(=O)COC(=O)CSc2ccc([N+](=O)[O-])cc2)cc1	i	i	3.3	i	i	i	0.0	i	18.9	i	i
2	COc1ccc(CCNC(=O)C(=O)NCc2ccccc2)cc1OC	i	i	1.0	i	i	i	2.4	i	-3.6	i	i
3	CCO/N=C(/c1nonc1N)N1CCN(c2ccc([N+](=O)[O-])cc2)CC1	i	i	6.5	i	i	i	-1.0	i	-0.4	i	i
4	CCOc1ccccc1NC(=O)C1CCN(C(=O)NCc2ccccc2)CC1	i	i	2.7	i	i	i	-0.1	i	-4.6	i	i
5	COC(=O)c1ccc(CO/N=C/c2ccc(OC)cc2OC)cc1	i	i	-0.6	i	i	i	-3.8	i	6.7	i	i
6	Cc1cccc(C)c1OCCN1CCCC1	i	i	0.8	i	i	i	-0.8	i	-3.7	i	i
7	COc1ccccc1N1CCN(C(=O)c2cc3c(s2)CCC3)CC1	i	i	2.6	i	i	i	0.1	i	-1.8	i	i
8	CCOc1ccc(CCNC(=O)COC(=O)c2ccc(Cl)nc2)cc1OCC	i	i	-3.9	i	i	i	-2.1	i	0.4	i	i
9	Cc1nn(C)c(Cl)c1CN1CCN(CCC(C)C)C(CCO)C1 (configuration not stated)	i	i	-3.9	i	i	i	0.1	i	3.4	i	i
10	O=C(CCCN1C(=O)c2ccccc2C1=O)NCCCN1CCOCC1	i	i	-3.9	i	i	i	-0.7	i	-2.2	i	i
11	O=C(O)c1cccc([N+](=O)[O-])c1C(=O)Nc1ccc2ccccc2c1	i	i	3.4	i	i	i	0.0	i	14.4	i	i
12	CCCCCCCSc1nnc(-c2ccccc2N)c(=O)[nH]1	i	i	27.6	i	i	i	-0.6	i	0.3	i	i
13	CCCN1CCN(C(=O)c2cc(COc3ccc(F)c(F)c3)on2)CC1	i	i	-3.6	i	i	i	1.3	i	4.8	i	i
14	O=C(O)CC1SC(=Nc2ccc(O)cc2)NC1=O (configuration not stated)	i	i	2.1	i	i	i	-0.6	i	-2.4	i	i
15	COc1ccc(-c2[nH]ncc2CN2CCCCCCC2)c(OC)c1	i	i	2.9	i	i	i	0.1	i	0.3	i	i
16	CC1(C)Cc2cccc(OCC(=O)Nc3ccccc3C(F)(F)F)c2O1	i	i	.	i	i	i	0.0	i	9.0	i	i
17	O=C(CN1C(=O)COc2ccccc21)N1CCOCC1	i	i	2.4	i	i	i	-0.4	i	-19.1	i	i
18	COc1ccc(C2C(C(N)=O)=C(C)Nc3nc(-c4ccccc4OC)nn32)cc1OC (configuration not stated)	i	i	-0.7	i	i	i	0.8	i	-4.1	i	i
19	Cc1sc(NC(=O)CN(CCc2ccccc2)C(=O)C2CC2)c(C(N)=O)c1C	i	i	-1.7	i	i	i	-0.5	i	3.7	i	i
20	CC(C)NC(=O)C1CCN(C(=O)C(C(=O)c2ccccc2)n2cc(Cl)ccc2=O)CC1 (configuration not stated)	i	i	-14.8	i	i	i	-0.3	i	-7.0	i	i
21	CCC(C)[C@H](NC(=O)[C@@H]1CSC2c3ccccc3C(=O)N21)C(=O)NCc1ccco1 (some centres not stated)	i	i	4.1	i	i	i	0.3	i	20.9	i	i
22	C=CCNC(=O)C(=O)N/N=C/c1cccc(Br)c1	i	i	-9.3	i	i	i	0.0	i	-7.0	i	i
23	C=CCn1c(SCC(=O)c2c(N)n(C)c(=O)n(C)c2=O)nc2sc(CC)cc2c1=O	i	i	-0.5	i	i	i	-0.4	i	2.0	i	i
24	CCOCCn1c(SCCc2ccccc2)nc2c1c(=O)[nH]c(=O)n2C	i	i	-6.5	i	i	i	0.0	i	2.7	i	i
25	COc1cc(C(=O)OCC(=O)NC2CCS(=O)(=O)C2)ccc1OCc1c(C)noc1C (configuration not stated)	i	i	-5.4	i	i	i	-0.4	i	-27.6	i	i
26	C=CCN(c1ccccc1C(=O)NCC(=O)O)S(=O)(=O)c1ccc(C)cc1	i	i	3.3	i	i	i	-0.2	i	10.9	i	i
27	O=C1/C(=N\S(=O)(=O)c2cccs2)C([n+]2ccccc2)=C([O-])c2ccccc21	i	i	10.2	i	i	i	0.2	i	-0.4	i	i
28	CCC(CC)C(=O)N1CCN(c2ccccc2)CC1	i	i	14.9	i	i	i	-0.1	i	-8.8	i	i
29	Cc1[nH]c2ccccc2c1CCC(N)=O	i	i	-9.2	i	i	i	0.0	i	-1.0	i	i
30	CN(CCC#N)C(=O)COC(=O)c1ccc2[nH]c3c(c2c1)CCCC3	i	i	-0.7	i	i	i	-0.1	i	-5.3	i	i

no.	SMILES	MrgX1 allo act	TRPC6 inh	SKKanGAS inh	MrgX1 antag	TRPC6 act	RGS4 block	HIF activator	TRPC4 block	Platelet DG rel	MrgX1 ag	RGS4 act
31	CCOC(=O)c1c(NC(=O)C(C)Sc2cn(C)c3ccccc23)sc2c1CCC2 (configuration not stated)	i	i	4.6	i	i	i	-0.4	i	-4.2	i	i
32	Fc1ccccc1-c1nc(N2CCCCC2)c2ccccc2n1	i	i	0.5	i	i	i	-0.7	i	0.6	i	i
33	COc1cc(NC(=O)CCN2CCN(C/C=C/c3ccccc3)CC2)cc(OC)c1	i	i	-6.2	i	i	i	0.3	i	0.2	i	i
34	CC1(C)Oc2ccc(C(=O)N3CCCCC3)cc2N(CC(=O)NCc2ccccc2)C1=O	i	i	-0.5	i	i	i	0.5	i	-2.1	i	i
35	Cc1ccc(CNC(=O)CCCNS(=O)(=O)c2cccc3nonc23)cc1	i	i	2.8	i	i	i	-0.1	i	2.1	i	i
36	O=C(c1cccc(Cl)c1)N1CCn2c1nc1ccccc12	i	i	0.6	i	i	i	0.2	i	6.8	i	i
37	NS(=O)(=O)c1cccc(NC(=O)COC(=O)C2CCN(S(=O)(=O)c3cccs3)CC2)c1	i	i	-0.4	i	i	i	0.1	i	-0.8	i	i
38	CCCC(=O)NC(c1ccc(N(C)C)cc1)c1ccc2cccnc2c1O (configuration not stated)	i	i	39.3	i	i	i	48.2*	i	0.0	i	i
39	OC(COc1c(F)cc(Br)cc1F)CN1CCN(c2ccc(F)cc2)CC1 (configuration not stated)	i	i	-1.7	i	i	i	-0.1	i	5.3	i	i
40	CC1CN(C(=S)NC(=O)c2ccccc2)CC(C)O1 (configuration not stated)	i	i	15.5	i	i	i	0.1	i	12.8	i	i
41	O=C(Nc1ccccc1)c1ccccc1NC(=O)[C@H]1CCCC[C@H]1C(=O)O	i	i	-1.5	i	i	i	-0.4	i	-0.3	i	i
42	O=c1[nH]c(=S)[nH]nc1Cc1ccccc1	i	i	6.2	i	i	i	0.2	i	-1.0	i	i
43	COC(=O)COc1ccc(S(=O)(=O)NCc2ccc3c(c2)OCO3)cc1C	i	i	-5.0	i	i	i	-0.2	i	33.2	i	i
44	COc1ccc(CC(=O)N/N=C/c2cccnc2)cc1OC	i	i	3.8	i	i	i	0.5	i	-1.8	i	i
45	Cc1onc(-c2ccccc2Cl)c1C(=O)N1CC(C)OC(C)C1 (configuration not stated)	i	i	3.8	i	i	i	0.1	i	-8.4	i	i
46	COCCN(Cc1cc2cc(C)ccc2n2nnnc12)C(=S)Nc1ccccc1C	i	i	1.7	i	i	i	-0.6	i	-9.1	i	i
47	Cc1[nH]c(C)c(S(=O)(=O)NCc2ccc(F)cc2)c1C(=O)N1CCCCC1	i	i	1.4	i	i	i	-0.5	i	-7.0	i	i
48	O=C(Nc1ccc(F)cc1)C(c1ccccc1)N1CCN(S(=O)(=O)c2ccc3ccccc3c2)CC1 (configuration not stated)	i	i	10.6	i	i	i	0.3	i	7.2	i	i
49	COC(=O)CC/C(O)=C1/C(=N)CC(C)(C)CC1=O	i	i	4.2	i	i	i	-2.0	i	-2.2	i	i
50	Cc1ccc(NC(=S)N(C)N)cc1Cl	i	i	0.8	i	i	i	0.9	i	2.4	i	i
51	CC(C)C(NC(=O)COc1ccccc1)C(=O)O (configuration not stated)	i	i	0.8	i	i	i	0.1	i	-2.9	i	i
52	CCN(CCO)C(=S)Nc1cc(S(=O)(=O)N(C)C)ccc1C	i	i	2.8	i	i	i	-0.3	i	8.5	i	i
53	O=C(NCc1ccco1)C(=O)c1c[nH]c2ccccc12	i	i	1.3	i	i	i	0.7	i	10.3	i	i
54	CSCCC(NS(=O)(=O)/C=C/c1ccccc1)C(=O)N1CCC(C)CC1 (configuration not stated)	i	i	8.2	i	i	i	-0.5	i	-0.4	i	i
55	Cc1ccc(CCC(=O)Nc2nccs2)o1	i	i	-1.4	i	i	i	0.0	i	-1.6	i	i
56	O=C(CCN1C(=O)/C(=C\C=C\c2ccccc2)SC1=S)Nc1ccccc1C(=O)O	i	i	29.3	i	i	i	0.1	i	-11.1	i	i
57	COC(=O)c1c(C)oc2ccc(N(C(=O)c3ccncc3)S(=O)(=O)c3ccc(C)cc3C)cc12	i	i	0.4	i	i	i	-0.7	i	-21.9	i	i
58	COc1ccc(S(=O)(=O)NCC(=O)NCc2cc(=O)n(C)c(=O)n2C)cc1F	i	i	-4.9	i	i	i	-0.2	i	-5.6	i	i
59	COc1cccc(C2C(=O)N(C3CCCCC3)CC(=O)N2Cc2ccc(F)cc2)c1 (configuration not stated)	i	i	2.0	i	i	i	-0.5	i	-0.9	i	i
60	CCn1c(=O)cc(SCC(=O)NCC2CCCO2)c2ccccc21 (configuration not stated)	i	i	-5.2	i	i	i	-0.2	i	3.4	i	i

no.	SMILES	MrgX1 allo act	TRPC6 inh	SKKanGAS inh	MrgX1 antag	TRPC6 act	RGS4 block	HIF activator	TRPC4 block	Platelet DG rel	MrgX1 ag	RGS4 act
61	COc1ccc(/C=C(\C#N)C(=O)C(C)(C)n2cncn2)cc1	i	i	-10.1	i	i	i	0.0	i	6.9	i	i
62	CCCCCCSc1nsc(NC(=O)CC(C)C)n1	i	i	10.4	i	i	i	0.4	i	-0.1	i	i
63	Cc1ccc(Cl)cc1NC(=O)c1ccc(NC(=O)CCC(=O)O)cc1	i	i	1.1	i	i	i	0.3	i	-7.7	i	i
64	CC(C)NC(=O)NC(=O)CSc1nncn1C	i	i	-1.4	i	i	i	0.0	i	7.4	i	i
65	O=C(CCN1C(=O)C2C3C=CC(C4CC34)C2C1=O)Oc1ccc(Br)cc1 (configuration not stated)	i	i	-5.9	i	i	i	-0.3	i	9.2	i	i
